# LYPLA2 inh: LYPLA2 inhibitors, primary screen, counter-screen for PME1 inhibitor project, biochemical, fluorescence polarization, FP-Rh probe ABPP. Acyl-protein thioesterase 2 (Homo sapiens), O95372. recombinant LYPLA2. inhibition, % at 5.9 µM. hit rate 0.38% among 320,000;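 active = inhibition above the screen-wide mean plus 3 SD, limit set per campaign, cut at about 26% in these data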;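 note: 0% = LYPLA2 with DMSO and 100% = wells lacking LYPLA2 enzyme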
# PP5 primary: PP5 phosphatase inhibitors, primary screen, biochemical, fluorescence. purified PP5c, OMFP substrate fluorescence. inhibition, % at 6.7 µM. hit rate 0.18% among 320,000. Serine/threonine-protein phosphatase 5 (Homo sapiens), P53041;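 active = inhibition above the campaign's mean inhibition across all tested compounds plus 3 SD, cut at about 9.5% in these data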;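 note: 0% = DMSO only and 100% = 100 µM cantharidin control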
# Target sequence (P53041 whole entry, looked up): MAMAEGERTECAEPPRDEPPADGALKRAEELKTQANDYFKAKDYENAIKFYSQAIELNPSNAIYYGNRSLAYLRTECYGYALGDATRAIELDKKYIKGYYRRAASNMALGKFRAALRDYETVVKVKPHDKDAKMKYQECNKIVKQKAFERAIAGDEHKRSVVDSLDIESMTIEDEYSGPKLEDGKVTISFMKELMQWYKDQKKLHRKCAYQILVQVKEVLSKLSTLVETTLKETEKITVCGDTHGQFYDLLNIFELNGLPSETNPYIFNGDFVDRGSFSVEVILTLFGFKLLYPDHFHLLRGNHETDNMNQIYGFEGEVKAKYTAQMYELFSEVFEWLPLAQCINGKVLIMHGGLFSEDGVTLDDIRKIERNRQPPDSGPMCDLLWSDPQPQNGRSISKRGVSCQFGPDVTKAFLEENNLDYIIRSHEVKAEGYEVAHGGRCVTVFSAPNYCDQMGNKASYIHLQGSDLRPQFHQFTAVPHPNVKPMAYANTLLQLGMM
# JMJD2C inh: inhibitors of GASC-1 histone demethylase, primary screen, biochemical, fluorescence, DELFIA europium; Lysine-specific demethylase 4C (Homo sapiens), Q9H3R0; GST-JMJD2C(1-420) H3K9me3 demethylation; inhibition, % at 2.35 µM; hit rate 0.069% among 330,000;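 active = more than half of a compound's replicate wells show inhibition beyond 50%, single wells judged on their own value; inconclusive = some, but no more than half, of replicates pass 50% inhibition; inactive = no replicate passes 50% inhibition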;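 note: signal counts dimethyl H3K9 product captured on neutravidin plate; 0% = median of DMSO wells and 100% = 0.3 times that DMSO median; strong numbers were not always called active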
# Target sequence (Q9H3R0 1-420 limits assumed): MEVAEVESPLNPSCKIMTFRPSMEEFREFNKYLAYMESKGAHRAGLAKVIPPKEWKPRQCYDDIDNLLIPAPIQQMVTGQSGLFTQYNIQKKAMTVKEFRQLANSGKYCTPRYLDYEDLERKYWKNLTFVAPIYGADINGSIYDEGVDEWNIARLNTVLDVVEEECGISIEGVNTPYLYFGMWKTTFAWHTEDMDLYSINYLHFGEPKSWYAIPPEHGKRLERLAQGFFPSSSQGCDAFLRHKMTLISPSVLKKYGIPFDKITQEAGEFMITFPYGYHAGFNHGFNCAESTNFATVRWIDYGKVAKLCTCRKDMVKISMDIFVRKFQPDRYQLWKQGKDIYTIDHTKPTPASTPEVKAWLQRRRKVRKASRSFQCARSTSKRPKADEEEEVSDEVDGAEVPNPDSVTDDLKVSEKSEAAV
# HCV core dimer: inhibitors of HCV core protein dimerization, primary screen, biochemical, TR-FRET, high-throughput | TR-FRET GST/Flag-core106 dimerization, 1536-well | inhibition, % at 5 µM | hit rate 0.33% among 300,000 | AID 1899, 2009;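 active = inhibition above the mean of all tested compounds plus 3 SD, set per screening campaign, cut at about 45% in these data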
#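 Assay system – GST-tagged and Flag-tagged HCV core protein residues 1-106 · Quantity – core106 proteins, GST 13.5 nM and Flag 17 nM · Benchmarks – unlabelled core106 and no-GST-core106 wells · Read-out basis – percent inhibition of core106 dimerization signal · Detection – time-resolved FRET, ex 340 nm, em 617 and 671 nm · Schedule – 4 h at 22.5 °C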
# PREPL inh: PREPL enzyme inhibitors, primary screen, biochemical, fluorescence polarization; hit rate 0.68% among 320,000; recombinant PREPL, fluorescence polarization activity-based probe; inhibition, % at 5.96 µM; in the data active = inhibition above about 43%;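 note: 0% = enzyme with DMSO and 100% = wells lacking enzyme; many of its hits are not listed in these tables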
# TPT1 inh: Candida albicans TPT1 enzyme inhibitors, primary screen, biochemical, fluorescence polarization; hit rate 0.81% among 300,000; recombinant caTPT1, FP RNA substrate dephosphorylation; tRNA 2'-phosphotransferase TPT1 (Candida albicans SC5314); inhibition, % at 5 µM;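 active = inhibition above the mean of all tested compounds plus 3 SD, set per screening campaign, cut at about 24% in these data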;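 note: plate controls were DMSO alone for no effect and ferristatin control at 100 nM for full effect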
# PP1 counter: PP1-alpha phosphatase inhibitors, primary screen, counter-screen for PP5 inhibitor project, biochemical, fluorescence, OMFP substrate, single point | AID 2235, 2010 | purified PP1alpha | hit rate 0.9% among 320,000 | inhibition, % at 6.7 µM;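 active = inhibition above the mean inhibition of all tested compounds plus 3 SD, computed separately for each screening campaign, cut at about 15% in these data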
# CTSL1 counter: Fasciola hepatica cathepsin L1 inhibitors, primary screen, counter-screen for PFM18AAP inhibitor project, biochemical, QFRET, fluorogenic peptide substrate | hit rate 0.49% among 300,000 | inhibition, % at 5.96 µM | AID 1906, 2009 | recombinant F. hepatica cathepsin L1, Z-Leu-Arg-MCA fluorescence;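 active = inhibition above the mean of all tested compounds plus 3 SD, set per screening campaign, cut at about 17% in these data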;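 note: 0% = plate median of test compound wells and 100% = 1 µM Z-Phe-Ala-diazomethylketone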
# Efflux pump inh: inhibitors of Candida efflux pumps in yeast, primary screen, S. cerevisiae, Nile Red, multiplex | S. cerevisiae Candida pump triplex | hit rate 0.44% among 330,000 | inhibition, % at 10 µM;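 active = plate passing quality check with inhibition over a set limit, or well fluorescence over plate mean plus 4 SD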;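 note: Nile Red retained in pooled yeast measured as flow cytometry median fluorescence; 0% = buffer negative control and 100% = Enniatin B positive control; higher means more Nile Red kept so more efflux inhibition; some compounds called inactive have numbers as strong as hits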
# The depositor's hits bear a star; u = inconclusive; x = not tested or not shown. A portion of the library; the hit share may differ from the screen's.
SMILES,LYPLA2 inh,PP5 primary,JMJD2C inh,HCV core dimer,PREPL inh,TPT1 inh,PP1 counter,CTSL1 counter,Efflux pump inh
CCn1cc(C(=O)NCC(C)C)c(=O)c2cc(F)c(N3CCN(C(=O)c4ccco4)CC3)cc21,6,-2.9,5,-1,-3,-1,2,4,-0.2
COC(=O)C1=C(C)OC(N)=C(C#N)C1c1c(C)nn(C)c1C (stereo not given),-5,3.6,2,-6,-3,-3,-3,-5,6.5*
CCCCCCc1cc2cc(/C(N)=N/NC(=O)c3ccncc3)c(=O)oc2cc1O,-3,-0.2,7,x,9,x,0,x,0.0
CCCS(=O)(=O)N1CCN=C1SCc1cccc2ccccc12,1,0.2,2,0,30,-1,1,5,-0.1
O=S(=O)(Nc1nccs1)c1ccc(Nc2nnc(-c3ccccc3)c3ccccc23)cc1,-7,5.3,4,19,-7,1,17*,3,0.7
O=C(c1cccc(F)c1)N1CCN(CC2CC3C=CC2C3)CC1 (stereo not given),5,3.5,x,2,12,-2,-1,-1,0.0
CCOc1ccc2[nH]c3c(=O)n(CCC4=CCCCC4)cnc3c2c1,2,-0.2,5,0,-10,2,-6,1,0.3
CN(Cc1cn[nH]c1-c1ccc(-c2ccccc2)cc1)CC1CCOCC1,4,-1.1,9,1,14,-1,-6,-1,-0.1
CCn1nc(NC(C)=O)c2cc3ccc(C)cc3nc21,4,-0.1,3,-7,2,-3,-1,1,0.1
CCN(CC)c1ccc(S(=O)(=O)N2CCOCC2)cc1NC(=O)Cn1nc(C)c([N+](=O)[O-])c1C,5,2.1,11,x,7,x,1,x,-0.1

# 3 structures out of the list, ordered by SMILES length, ascending.
SMILES,LYPLA2 inh,PP5 primary,JMJD2C inh,HCV core dimer,PREPL inh,TPT1 inh,PP1 counter,CTSL1 counter,Efflux pump inh
CCn1nc(NC(C)=O)c2cc3ccc(C)cc3nc21,4,-0.1,3,-7,2,-3,-1,1,0.1
O=C(c1cccc(F)c1)N1CCN(CC2CC3C=CC2C3)CC1 (stereo not given),5,3.5,x,2,12,-2,-1,-1,0.0
CCN(CC)c1ccc(S(=O)(=O)N2CCOCC2)cc1NC(=O)Cn1nc(C)c([N+](=O)[O-])c1C,5,2.1,11,x,7,x,1,x,-0.1

# Going on with the list:
SMILES,LYPLA2 inh,PP5 primary,JMJD2C inh,HCV core dimer,PREPL inh,TPT1 inh,PP1 counter,CTSL1 counter,Efflux pump inh
COc1ccc(CC2(CO)CCN(Cc3cnn(-c4ccc(F)cc4)c3)CC2)cc1,17,2.4,-12,2,-7,-1,-3,-5,0.1
O=C(C1=C[C@H](c2ccc3c(c2)OCO3)C[C@H](OCCCCO)O1)N1CCN(Cc2ccc3c(c2)OCO3)CC1,8,1.7,-4,5,26,0,-1,-1,0.1
Cc1ccc(NC(=O)COC(=O)Cc2ccsc2)cc1S(=O)(=O)N1CCOCC1,3,-1.2,-3,8,3,1,-4,-17,0.4
Clc1cccc(Cl)c1C[n+]1cccc2ccccc21,4,2.2,x,-4,9,3,-3,-6,0.1
O=C(COC(=O)[C@H](Cc1c[nH]c2ccccc12)NC(=O)c1ccc(Cl)cc1)Nc1ccc2c(c1)OCO2,-14,1.7,0,10,26,-3,1,-12,-0.1
Cc1occc1C(=O)NC1CCCc2ccccc21 (stereo not given),5,2.4,2,-5,1,1,-1,-2,0.0
O=S1(=O)CCOC[C@H](Cc2ccccc2)N1Cc1cccc(Cl)c1,3,1.1,4,1,-2,-1,-1,-2,-0.1
Cc1ccc(S(=O)(=O)NC2c3cccc4cccc(c34)C2Sc2n[nH]c(N)n2)cc1 (stereo not given),-18,1.3,2,2,-1,1,4,2,-0.3
COC(=O)C1=C(N)Oc2cc(C)[nH]c(=O)c2C1c1ccc(Cl)cc1 (stereo not given),-1,2.1,-8,1,-2,-1,-2,0,-0.1
COc1ccc(NS(=O)(=O)c2ccc(-c3n[nH]c(=S)n3Cc3ccccc3)cc2)cc1,-2,2.5,3,2,4,-2,0,1,0.0
CC(=O)Nc1ccc(S(=O)(=O)Nc2ccc(NC(=O)c3ccco3)cc2)cc1,-3,-1.1,2,-5,4,-7,-2,4,0.0
COc1ccc(N2C(=O)C(CC(=O)Nc3ccccc3)N(Cc3cccs3)C2=O)cc1 (stereo not given),-1,4.7,5,1,-1,2,-1,-2,0.0
CCCCOC(=O)Nc1ccccc1C(=O)OC,4,-0.3,1,-6,-4,-5,1,2,0.0
O=C(NNc1nc2c(F)cccc2s1)C1COc2ccccc2O1 (stereo not given),0,-2.0,0,-6,-2,-1,-1,-3,0.1
O=C(CC1CCCCC1)NCc1cn2ccsc2n1,-5,0.5,-7,-1,1,2,0,1,0.0
O=C(COc1ccc2c3c(c(=O)oc2c1)CCC3)NCc1ccncc1,1,1.1,5,2,1,-1,2,1,0.0
Cc1cccc(N2CC(C(=O)Nc3ccc(S(=O)(=O)N4CCOCC4)cc3)CC2=O)c1 (stereo not given),7,1.7,-1,1,-3,-3,-1,-4,0.1
CC(C)Oc1ccc(/C(O)=C2/C(=O)C(=O)N(Cc3cccnc3)C2c2ccco2)cc1 (stereo not given),-2,3.4,-5,0,-2,0,3,2,0.1
COc1ccc(C2=NOC(Cn3nc(C(=O)NCc4ccco4)cc3-c3ccccc3)C2)cc1 (stereo not given),-4,0.4,-7,17,-23,3,-1,0,0.0
c1ccc(OCCn2cnc3ccccc32)cc1,6,-0.4,-3,0,-2,-1,-2,-2,-0.1
COc1cccc(OC)c1C(=O)Nc1nc(-c2ccccc2)cs1,-5,-2.1,4,11,9,-1,2,-1,0.0
CCCN1CCN(C(=S)NCc2ccc(Cl)cc2)CC1,13,-0.9,1,-3,0,2,-2,0,-0.1
C/C(=N\N1C(=O)CSC1=S)c1ccc(Br)cc1,-13,-1.8,-19,4,4,18,-2,-5,0.2
CCCCCCCNC(=O)C1(CC2CC(c3cccc(Br)c3)=NO2)CCNCC1 (stereo not given),4,1.4,-3,-25,-7,-1,14,5,0.2
COc1ccc(C2C3=C(CCCC3=O)Nc3nc(C(F)(F)F)nn32)cc1OC (stereo not given),-11,1.3,7,-5,-4,-1,-7,2,-0.1
CCCn1c(=O)n(C)c(=O)c2c(SCC(=O)Nc3cc(C)on3)nc(C(C)(C)C)nc21,-1,4.8,5,x,2,x,4,x,0.2
CC1C(c2ccccc2)N(C)CCC12NC(=O)NC2=O (stereo not given),-3,2.4,u,-4,9,-1,4,-3,0.4
Cc1ccc(N=Nc2ccc(O)c(P(=O)(c3ccccc3)c3ccccc3)c2)cc1,-2,2.2,10,17,21,-3,18*,2,0.3
COC(=O)c1cc(C)sc1NC(=S)N1CCN(CCc2ccccc2)CC1,2,0.7,-3,-3,16,1,-3,3,0.1
Cc1ccc(NC2CC(=O)N(Cc3ccccc3)C2=O)cc1 (stereo not given),-2,1.4,1,-1,1,0,-4,-4,0.0
O=C(/C=C/c1ccc2ccccc2n1)N1CCN(S(=O)(=O)c2ccccc2F)CC1,-6,-2.0,-1,8,17,6,0,-3,0.0
CC(C)N1CCC(N2CCN(Cc3cnc(-c4ccccc4)s3)CC2CCO)CC1 (stereo not given),12,1.7,4,2,22,-1,-1,5,0.1
CCC(C)(C)n1nnnc1C(c1ccc(C)cc1)N1CCSCC1 (stereo not given),6,1.7,-7,-2,8,2,1,-3,0.0
O=C(NCc1ccccc1)C(=O)Nc1nc(-c2ccccc2)cs1,9,1.7,-109,2,-6,-3,1,3,0.0
COc1cc(C(=O)OC(C)CN2CCCCC2)cc(OC)c1OC (stereo not given),-5,-1.1,-1,5,-2,-1,-2,-3,0.0
N/C(=N\OC(=O)c1cccs1)c1ccccc1,0,0.4,5,1,0,-2,3,-7,-0.1
Cc1cc2ncn(S(=O)(=O)c3ccc(S(=O)(=O)N4CCCCCC4)cc3)c2cc1C,-5,0.4,4,0,1,-1,-2,5,0.0
O=C(O)c1cn(Cc2ccccn2)c(=O)c2ccccc12,-3,3.1,-2,-12,0,1,-3,7,0.0
CCOC(=O)N1CCC(NC(=O)C2CCN(C(=O)c3cc4oc(C)cc4n3Cc3c(F)cccc3Cl)CC2)CC1,0,1.0,4,8,55*,-1,-2,4,-0.1
O=C(N/N=C/C=C/c1ccccc1)c1ccccc1Br,13,1.7,-3,0,-6,0,5,4,0.2
COc1cc(/C=N/OCC(=O)Nc2ccc(OC(F)F)cc2)ccc1OCc1ccccc1,-29,5.7,3,1,-2,6,5,3,-0.1
CC1=Nc2ccccc2/C1=C\c1sc(Nc2ccc(C)cc2)nc1O,-2,3.0,-6,-11,52*,6,3,6,-0.3
COc1ccc(NC(=O)/C(=C\c2ccc3c(c2)OCO3)NC(C)=O)cc1,6,-0.5,-7,-3,-4,1,-7,1,0.1
CCOC(=O)c1cc2c(C)n(-c3ccc(OCC)cc3)c(C)c2cc(C(=O)OCC)c1=O,0,1.5,2,12,10,-3,-1,0,0.0
Cc1c(Cl)cccc1NC(=O)CCC(=O)NNC(=O)c1ccccc1Cl,-2,0.6,-2,0,5,1,-3,-2,-0.1
O=C(c1ccco1)N1CCN(c2ncnc3c2nnn3Cc2ccccc2Cl)CC1,17,3.2,0,3,-5,-5,41*,9,-0.1
CCn1cc(Br)c(C(=O)Nc2ccccc2C(=O)OC)n1,-1,3.2,-3,-6,-9,-5,3,-2,-0.4
CC12CCC(C(=O)N(CSC(=S)N/N=C\c3ccccc3)C1=O)C2(C)C (stereo not given),5,-0.1,15,5,23,0,-1,0,0.0
C/C(=N\Nc1ccc2nncn2n1)c1ccc(Br)s1,-4,-0.6,-35,1,27,-3,-3,0,-0.2
COc1ccc(OC)c(CC(NC(C)=O)C(=O)NC2CCN(c3nc(OC)nc(OC)n3)CC2)c1 (stereo not given),6,-1.9,-9,-4,-7,0,-1,-4,0.0

# (cont.)
SMILES,LYPLA2 inh,PP5 primary,JMJD2C inh,HCV core dimer,PREPL inh,TPT1 inh,PP1 counter,CTSL1 counter,Efflux pump inh
O=C1ON=C(c2ccccc2)/C1=C/c1ccc(O)c(O)c1,-4,2.4,-7,11,0,0,5,-2,-0.1
COc1ccc(NC(=O)COC(=O)CCCc2c[nH]c3ccccc23)cc1OC,12,0.4,7,4,24,2,-4,-16,0.0
O=C(Nc1cccc(F)c1)c1ccc(S(=O)(=O)NCC2CCCO2)cc1 (stereo not given),2,3.9,-3,1,2,-1,1,1,0.0
Cc1cc(NC(=O)CCCn2nc([N+](=O)[O-])c(Cl)c2C)no1,5,0.0,4,2,-2,-4,0,1,-0.1
CC(=O)N1CSCC1C(=O)NNS(=O)(=O)c1cccc(C(F)(F)F)c1 (stereo not given),-1,0.1,4,1,2,0,-3,-4,-0.1
COc1ccc(N(CC(=O)Nc2ccc(S(=O)(=O)N3CCCC3)cc2)S(C)(=O)=O)cc1OC,-1,0.4,35,1,11,1,-3,1,0.0
COc1ccc(CCNS(=O)(=O)CCNC(=O)c2ccc3c(c2)OCO3)cc1OC,0,-1.6,-4,1,-1,0,-6,-2,0.2

# From PubChem BioAssay
